# HP1b chromo inh: inhibitors of HP1-beta chromodomain binding to methylated histone tails; Potency, µM (highest dose often 114 µM), without a hit: at the top dose activity change, negative = inhibition, usual class: inhibitors; 0.56% of 390,000 active; AID 540317; AlphaScreen HP1-beta / biotin-H3K9me3 peptide binding; further: potency means the concentration at half of the fitted maximal effect; nearly all actives have a fitted effect of over 70% in size; inactives centre near 23
#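 AlphaScreen: HP1-beta (50 nM) preformed 30 min with biotin-H3(1-18)K9me3 peptide (50 nM) in PBS pH 7.4, 0.01% Tween-20. Compound added for 30 min at RT, then streptavidin donor/nickel chelate acceptor beads (10 ug/mL) for 30 min.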
# RGS4 inhibitor: blocks human RGS4-accelerated GTP hydrolysis | Transcreener GDP fluorescence polarization, RGS4-accelerated GTP hydrolysis | 0.039% of 390,000 active | P49798 | AID 504845 | Potency, µM (series often up to 114 µM), inactives show at the highest dose activity change, negative = inhibition, actives largely listed as inhibitors; further: potency means the concentration at half of the fitted maximal effect; on the % scale 0 is the no-effect control and ±100 the full control effect; nearly all actives have a fitted effect of over 75% in size; some results filed as inactive show a strong effect at the top dose
#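 MLSMR compounds (23 nl, pin-transferred) preincubated 10 min at room temperature with a 500nM (2x) first reagent, then RGS4 at 900nM (2x) plus Transcreener GDP mix added; fluorescence polarization (620/688 nm) read before and after 90 min at 30 °C.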
# JMJD2A Tudor: blocks the human JMJD2A Tudor domain. O75164. Potency, µM (titrated, usually from 114 µM), without a hit: at the top dose activity change, negative = inhibition, most hits filed as inhibitors. 4.4% of 390,000 active. AlphaScreen JMJD2A-Tudor / H3K4me3 peptide binding; further: potency means the concentration at half of the fitted maximal effect; on the % scale 0 is the no-effect control and ±100 the full control effect; nearly all actives have a fitted effect of over 50% in size
# Target sequence (O75164 whole entry, looked up, the tested form may be a part): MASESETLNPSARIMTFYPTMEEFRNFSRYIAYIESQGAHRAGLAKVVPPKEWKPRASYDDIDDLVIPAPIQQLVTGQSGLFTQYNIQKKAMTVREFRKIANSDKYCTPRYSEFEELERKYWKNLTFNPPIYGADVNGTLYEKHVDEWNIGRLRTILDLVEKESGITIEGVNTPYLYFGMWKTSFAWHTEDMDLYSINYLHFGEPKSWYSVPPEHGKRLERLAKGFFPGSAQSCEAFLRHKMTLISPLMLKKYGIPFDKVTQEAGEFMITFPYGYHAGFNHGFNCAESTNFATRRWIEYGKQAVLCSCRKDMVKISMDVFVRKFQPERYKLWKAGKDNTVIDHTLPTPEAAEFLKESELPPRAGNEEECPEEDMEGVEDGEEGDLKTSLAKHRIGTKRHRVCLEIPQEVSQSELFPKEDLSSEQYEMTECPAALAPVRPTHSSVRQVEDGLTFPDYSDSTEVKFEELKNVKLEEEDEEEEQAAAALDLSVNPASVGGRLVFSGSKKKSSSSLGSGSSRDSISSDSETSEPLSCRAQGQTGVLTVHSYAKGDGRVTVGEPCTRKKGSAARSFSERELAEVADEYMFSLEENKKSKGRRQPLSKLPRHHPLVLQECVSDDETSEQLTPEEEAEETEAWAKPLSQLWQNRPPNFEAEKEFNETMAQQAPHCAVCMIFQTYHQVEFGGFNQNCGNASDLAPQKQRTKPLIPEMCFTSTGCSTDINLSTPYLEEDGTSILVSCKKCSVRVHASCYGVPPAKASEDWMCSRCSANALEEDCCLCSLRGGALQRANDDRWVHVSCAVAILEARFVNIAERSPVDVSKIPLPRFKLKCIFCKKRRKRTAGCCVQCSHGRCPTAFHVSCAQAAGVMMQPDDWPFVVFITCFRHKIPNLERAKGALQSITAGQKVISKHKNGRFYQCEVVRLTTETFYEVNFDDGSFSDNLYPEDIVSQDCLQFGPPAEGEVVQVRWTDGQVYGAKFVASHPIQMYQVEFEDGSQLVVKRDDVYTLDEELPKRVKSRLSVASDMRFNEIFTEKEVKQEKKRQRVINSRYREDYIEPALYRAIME
# GLS inhibitor: inhibitors of human glutaminase (GLS). O94925. GLS enzymatic activity, qHTS titration. Potency, µM (highest dose often 45.5 µM), inactives show top-dose activity change, negative = inhibition, most hits filed as inhibitors. 0.21% of 410,000 active. AID 624170; further: potency means the concentration at half of the fitted maximal effect; on the % scale 0 is the no-effect control and ±100 the full control effect
#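 Coupled fluorescence readout: glutamate oxidase/HRP/Amplex Red detect glutamate formed by hKGA from L-glutamine (1 mM solution added). Buffer 45 mM KH2PO4 pH 8.2, 0.02% Tween-20; reads at t0 and 30 min RT.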
# ERG Ets-DNA blk: blocks human ERG Ets domain binding to DNA. Potency, µM (doses to about 76.9 µM), without a hit: top-dose FP activity, negative = inhibition, actives largely listed as inhibitors. P11308. fluorescence polarization, His-ERG Ets domain / labelled DNA. 0.028% of 370,000 active; active means well fitted inhibition curve with a large enough effect in the polarisation, with a control signal flat; inconclusive means small, poorly fitted or top-dose-only effect, or effect the other way, or a change in a side signal; inactive means no such curve, though single readings can be large or run the other way; the % refers to the polarisation;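 further: polarization taken with two DNA probes labelled with fluorescein and Texas red; potency means the concentration at half of the fitted maximal effect; % of control where 0% means no effect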
#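 His-tagged ERG Ets domain (1 uM in the protein solution; 300mM KCl, 50mM Tris-HCl, 1mM EDTA, 1mM DTT, pH 7.5) received compound, then a probe mix of 5 nM fluorescein-DNA and 100nM Texas-615-DNA. Fluorescence polarization was read for both dyes.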
# G9a inh: G9a (human) methyltransferase inhibition. Q96KQ7. Potency, µM (doses to about 102 µM), without a hit: top-dose activity, negative = inhibition, hits mostly inhibitors. AID 504332. G9a H3K9 monomethylation, AlphaScreen, 2 h. 8.8% of 350,000 active; further: potency means the concentration at half of the fitted maximal effect; on the % scale 0 is the no-effect control and ±100 the full control effect; nearly all actives have a fitted effect of over 75% in size
#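 Compounds were preincubated with 20 nM G9a for 15 min, after which biotinylated H3K9 peptide (500 nM) and SAM (20 uM) started a 2 h room-temperature reaction. Monomethylated product was quantified by antibody-based AlphaScreen chemiluminescence.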
# ALOX12 inh: inhibitors of human 12S-lipoxygenase ALOX12 | P18054 | purified 12hLO, xylenol orange hydroperoxide absorbance | Potency, µM (top dose mostly 108 µM), for the others: top-dose activity change, negative = inhibition, hits mostly inhibitors | 1.1% of 580,000 active | AID 1671190; further: potency means the concentration at half of the fitted maximal effect; on the % scale 0 is the no-effect control and ±100 the full control effect
#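 Purified human 12hLO at 150 nM in 25 mM Hepes, 0.01% Triton X-100, pH 7.0, preincubated 15 min at room temperature with compound. Reaction started with 40 uM arachidonic acid, 30 min at room temperature. Hydroperoxide measured by Fe-xylenol orange, 573/405 nm absorbance ratio.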
# BAZ2B block: blocks human BAZ2B; 4.4% of 360,000 active; Q9UIF8; AlphaScreen BAZ2B-H3K14Ac peptide displacement; Potency, µM (top dose mostly 114 µM), for inactives: at the highest dose activity change, negative = inhibition, hits mostly inhibitors; further: potency means the concentration at half of the fitted maximal effect; on the % scale 0 is the no-effect control and ±100 the full control effect; nearly all actives have a fitted effect of over 60% in size
#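 Multi-concentration screen (max 110 uM) measuring displacement of acetylated histone H3 peptide from BAZ2B by AlphaScreen, using 50 nM protein, 50 nM peptide and 10 ug/mL streptavidin donor plus Ni-chelate acceptor beads.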
# PI4K2A inh: PI4K2A (human) kinase inhibition | activity change, negative = inhibition, % at 76.9 µM | Q9BTU6 | AID 1346378 | 0.13% of 420,000 active | purified PI4K2A, ADP-Glo luminescence, 1 h; hits give low values; in the data active means activity change below about -50%; inconclusive means mostly about -30% to -49%;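 further: -100% = wells without enzyme as full effect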
#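 Compounds are screened against recombinant PI4K2A using PI as substrate and ATP, the latter dispensed at 300 microM. Reactions run one hour at ambient temperature before ADP-Glo detection; full inhibition defined by wells lacking enzyme.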
# Active calls of the source: *; u = inconclusive; x = not tested or not shown; [ ] = remark or other dose. Unless noted, the call rests on the fitted dose curve; in most records, active means well fitted curve in the direction sought with a large enough effect; inconclusive means small, poorly fitted or top-dose-only effect, or another doubt; inactive means no such curve, though single readings can be large; an effect the other way counts as inactive or inconclusive.
SMILES,HP1b chromo inh,RGS4 inhibitor,JMJD2A Tudor,GLS inhibitor,ERG Ets-DNA blk,G9a inh,ALOX12 inh,BAZ2B block,PI4K2A inh
O=C(/C=C/Nc1ccc(Br)cc1F)c1ccccc1,u,15.0%,-14.2%,-8.3%,-9.2%,-1.2%[59 µM],-5.5%,8.7%,u
O=c1[nH]c(C2CCN(S(=O)(=O)c3ccc4c(c3)OCCO4)CC2)nc2c1nnn2Cc1c(F)cccc1Cl,26.1%,-18.9%,-11.2%,47.5%[activator],2.0%,-5.1%,1.3%,-2.3%,-21.4
CCOc1ccccc1N(C(=O)c1ccco1)C(C(=O)NC1CCCC1)c1cccs1 (stereo not drawn),8.9%,14.2%,-4.9%,-5.7%,1.9%,12.4%,-1.4%,-23.0%,-0.2
FC(F)(F)c1ccccc1NC(=S)Nc1cccc2cnccc12,u,u,-28.2%,0.0%,6.5%,35.5µM*,-18.5%,u,-9.8
O=C(O)C(C1CCCCC1)C1(O)CCCC1 (stereo not drawn),21.4%,12.0%,-11.0%,-1.1%,0.7%,x,6.3%,x,0.6
Cc1ccc(C(=O)NNC(=O)c2ccc(NS(=O)(=O)c3cccs3)cc2)s1,1.2%,3.8%,-20.7%,21.3%,3.1%,18.2%[0.501 µM],6.7%,5.6%,4.7
Cc1cc(NC(=O)c2ccco2)cc(-c2nc3cc(Cl)ccc3o2)c1O,56.6%[activator],-0.8%,-11.6%,16.4%,2.9%,27.0%[59 µM],-7.8%,-11.9%,1.1
FC(F)(F)c1cccc(-c2ccc(-c3csnn3)o2)c1,21.5%,-2.9%,u,7.9%,-11.4%,u,u,10.7%,-5.5
Cc1c(Br)c([N+](=O)[O-])nn1CC(=O)N1CCc2ccccc2C1,14.2%,-29.5%,-16.8%,2.5%,6.0%,u,-15.5%,-0.5%,-5.8
CCCOc1ccc(CNC(=S)Nc2ccccc2)cc1Cl,53.2%[activator],-27.0%,-22.6%,-1.0%,-5.2%,2.1%,-9.7%,11.2%,22.7
Cc1nc(SCC(=O)Nc2ccccc2F)[nH]c(=O)c1Cc1ccccc1,38.4%[activator],-17.1%,-5.2%,8.0%,-0.3%,-2.4%[59 µM],-23.2%,3.0%,2.6
CCCCn1nnnc1NCc1cccnc1,7.3%,-46.6%[11.4 µM],u,u,0.5%,-6.3%[59 µM],-16.2%,-3.6%,-4.6
CCN(c1ccccc1C)S(=O)(=O)c1ccc(N2CCCCS2(=O)=O)cc1,31.0%,-11.2%,-14.6%,-12.5%,1.9%,33.7%[59 µM],-21.3%,-9.7%,-0.1
CC(=O)NCCC(=O)Nc1ccc(C(N)=O)cc1,37.3%,-13.5%,-8.9%,-13.4%,-7.3%,-2.1%,-7.9%,0.6%,-2.0
C=C(C)Cn1c(=O)c2c(nc3n2CCN3c2cccc(Cl)c2C)n(C)c1=O,13.0%,-30.3%,-25.7%,-23.6%,-2.2%,5.2%[59 µM],u,-9.2%,6.3
O=C1CN(C(=O)NCC(=O)N[C@H](Cc2ccccc2)C(=O)O)c2ccccc2N1,31.3%,3.0%,-3.4%,-3.6%,4.8%,u,-2.7%,-25.8%,2.7
CCc1cc2c(=O)c(-c3ccc4c(c3)OCCO4)coc2cc1OC(=O)c1ccco1,8.5%,-15.5%,-21.6%,-5.5%,-1.7%,10.8%[12.7 µM],0.0%,-4.9%,-5.4
Cn1c(=O)[nH]c(=O)c2c1nc(N1CCNCC1)n2Cc1cccc2ccccc12,26.7%,-26.9%,-10.0%,-12.8%,-0.2%,7.7%[12.7 µM],-5.5%,1.5%,4.9
CCN(CC)c1nc(NN)nc(Nc2ccc(C)c(Cl)c2)n1,30.4%,-15.1%,u,u,-4.9%,x,-8.4%,x,-0.1
C[C@@H]1NC(=O)/C(=C\c2ccccc2Br)NC1=O,19.0%,-11.8%,-8.5%,-3.4%,-0.6%,14.6%,0.7%,3.7%,-0.5
O=C(Cc1csc2nc(-c3ccc(F)cc3)cn12)NCc1ccccc1,20.8%[57 µM],-44.7%,-6.1%,2.3%,-7.0%,3.5%[59 µM],-19.9%,-21.7%,-3.2
CC(C)(C)C(=O)NC1CCN(S(=O)(=O)c2ccc(C(F)(F)F)cc2)CC1,18.8%,-2.7%,-4.7%,-1.5%,x,17.0%[59 µM],1.0%[57.4 µM],12.8%,-2.3
Cc1ccc(C(=O)Nc2cc3c(cc2N2CCCC2)n(C)c(=O)c(=O)n3C)cc1,28.2%,-8.7%,-11.0%,7.6%,3.7%,u,12.9%,-21.3%,-2.7
COc1ccccc1Nc1nnc(SCC(=O)Nc2cc(C)on2)s1,23.8%,-43.5%,-22.3%,0.6%,7.2%,-6.8%[59 µM],-10.0%,12.4%,-21.5
CCOc1ccc(NS(=O)(=O)c2ccc3[nH]c(=O)oc3c2)cc1,29.9%,10.7%,-19.9%,18.1%,-4.0%,-18.2%,-6.7%,8.1%,-1.6
CCOC(=O)C1(NC(=O)CN2C(=O)c3ccccc3C2=O)CCCC1,20.8%,-3.5%,-6.2%,-6.6%,-6.1%,x,-4.5%,x,-5.4
CC1(C(=O)N(CC(=O)NC2CCCC2)C2CCCC2)CC(=O)N=C2C=CC=CN21 (stereo not drawn),2.9%,48.7%,-1.3%,5.4%,-1.1%,u,12.5%,7.5%,1.9
CC(C)(C)c1ccc(N2C(=O)CC(c3ccccc3)C2=O)cc1 (stereo not drawn),39.9%[activator],-9.2%,-4.8%,5.2%,12.9%,7.6%,0.0%,2.8%,0.1
CCCc1[nH]nc2c1C(c1ccc(OC)c(CSC3=NCCS3)c1)C(C#N)=C(N)O2 (stereo not drawn),-1.9%,u,u,45.5%[activator],3.4%,-33.3%[12.7 µM],u,6.4%,2.0
CC(CNS(=O)(=O)c1ccccc1)Sc1ncccn1 (stereo not drawn),2.9%,14.7%,-14.0%,1.0%,4.2%,14.2%,28.7%,-0.6%,-0.1
O=C(NCCN1CCCCC1)Nc1ccc(F)cc1F,43.2%[activator],0.2%,2.1%,0.5%,-0.1%,44.8%,-45.6%,-1.9%,-11.9
C=CCn1c(=O)/c(=C/c2ccsc2)s/c1=C(\C#N)C(=O)NCCN1CCOCC1,14.0%,-0.2%,-0.7%,-15.2%,-1.9%,x,-17.8%,x,8.1
CC(NS(=O)(=O)c1ccccc1)C(=O)NCCc1ccccn1 (stereo not drawn),8.5%,29.0%,-7.6%,4.1%,14.3%,-39.2%,5.4%,-6.4%,-14.7
CN(C)CCCNC(=O)C(=O)NCC1OCCN1S(=O)(=O)c1cccs1 (stereo not drawn),23.4%,-5.0%,-6.9%,5.1%,3.5%,x,421.5%[activator],-5.1%,-6.0
Cc1nn(C)c(C(=O)N2CCN(C(=O)c3ccco3)CC2)c1[N+](=O)[O-],23.1%,-17.4%,-6.6%,1.0%,6.9%,16.4%[59 µM],-4.3%,10.7%,-1.6
CC(C)c1ccc(OCCCN2CCCC2)cc1,-26.4%,7.7%,56.2µM*,2.4%,3.1%,-10.1%,0.0%,56.2µM*,6.6
CCCCNC(=O)O[C@H]1C[C@@H]2CCN3C(=O)CCC[C@H]([C@H]1CC)[C@H]23,29.2%,-22.5%,-14.2%,3.4%,-6.7%,-13.0%,-0.5%,4.9%,1.8
O=C1Cc2ccccc2C(=O)N1Cc1cccc(Cl)c1,20.8%,-2.3%,-5.8%,-6.9%,-6.2%,-4.1%,-28.5%,-0.3%,-26.9
COc1ccc(N2CCN(C(c3cccs3)C(C)NC(=O)C(=O)N3CCCCC3)CC2)cc1 (stereo not drawn),0.9%,-12.1%,-30.6%,31.0%[activator],6.1%,50.1µM*,-7.0%,-35.3%,1.3
COc1ccc(-c2cccc(C3CC=CC4C3C(=O)N(Cc3ccccc3)C4c3ccc(OC)c(Cl)c3)c2)cc1 (stereo not drawn),32.7%,1.2%,-14.8%,0.9%,-5.6%,-11.8%[12.7 µM],-17.4%,-19.0%,2.6
CCCc1cc2c(cc1NC(=O)c1ccc(C)cc1)OCO2,25.0%,-6.3%,1.8%,-1.6%,-13.4%,14.7%,-0.8%,-22.1%[57.1 µM],-3.8
NS(=O)(=O)c1ccc(NC(=O)COC(=O)c2ccc(Cl)cc2[N+](=O)[O-])cc1,29.4%,23.8%,-13.9%,1.8%,6.0%,0.1%,-11.8%,-17.6%,-1.6
CCCc1nc(C)c(-c2ccc(OC)c(OC)c2)c(=O)[nH]1,8.1%,-15.4%,-16.2%,6.9%,10.6%,-29.6%,u,0.9%,-2.8
CCOC(=O)c1ccc(N2C(=O)c3[nH]nc(-c4ccccc4)c3C2c2ccc(CC)cc2)cc1 (stereo not drawn),28.6%,-12.6%,-31.0%,-4.8%,-1.6%,-27.9%[59 µM],u,x,-1.0
O=C(Nc1ccccc1)Nc1sccc1-c1nc2ccccc2s1,56.5%[activator],-39.3%,1.4%,-6.5%,10.0%,-38.8%,0.0%,-2.1%,0.0

# Another view of some results above.
HP1b chromo inh	RGS4 inhibitor	JMJD2A Tudor	GLS inhibitor	ERG Ets-DNA blk	G9a inh	ALOX12 inh	BAZ2B block	PI4K2A inh	smiles
20.8%	-3.5%	-6.2%	-6.6%	-6.1%	x	-4.5%	x	-5.4	CCOC(=O)C1(NC(=O)CN2C(=O)c3ccccc3C2=O)CCCC1
25.0%	-6.3%	1.8%	-1.6%	-13.4%	14.7%	-0.8%	-22.1%[57.1 µM]	-3.8	CCCc1cc2c(cc1NC(=O)c1ccc(C)cc1)OCO2

# The list is partial; count on the stated rates, not on these rows.
